miR-122 sensor – inhibitors of miR-122 in Huh7 cells; Huh7 miR-122 Renilla luciferase sensor, 48 h; neutral wells = 0, positive control = 100; activation (reporter increase), % at 12.5 µM; actives 0.3% (n = 340,000);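 active = mean replicate activation score at least 90 and every replicate individually at or above 90; inconclusive = only one of the two criteria met; inactive = neither criterion met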;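 note: higher luciferase means less miR-122 activity so hits act as miR-122 inhibitors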
ERAP1 inh – inhibitors of human ERAP1 aminopeptidase; inhibition, % at 10.7 µM; recombinant ERAP1, Leu-AMC fluorescence, 60 min; AID 652197; Q9NZ08; actives 0.15% (n = 340,000);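 active = mean replicate inhibition of at least 30%, or all replicates individually reaching that 30% level; inactive = mean below 30% and not every replicate reaching it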;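 note: 0% = neutral control wells and 100% = L-leucinethiol positive control wells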
DENV2 CPE – inhibitors of DENV2 cytopathic effect; DENV2-infected cells, cytopathic effect rescue, plate reader; actives 1.7% (n = 350,000); AID 651640; CPE inhibition, % at 9.99 µM; in the data active = CPE inhibition above about 20%, passing the limit was not always enough; inconclusive = no clear call, values can overlap the other calls; tested in BHK-21 cells;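 note: 0% = median of neutral control wells and 100% = median of positive control wells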
ERp5 block – ERp5 (human) disulfide isomerase inhibition; ERp5 insulin aggregation, absorbance 650 nm, 90 min; inhibition, % at 9.99 µM; actives 0.05% (n = 350,000);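 active = mean replicate inhibition above about 25%, with every replicate also reaching it, limit read from the data, passing the limit was not always enough; inconclusive = only one of those two criteria met; inactive = neither criterion met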
Target sequence (Q15084 whole entry, looked up): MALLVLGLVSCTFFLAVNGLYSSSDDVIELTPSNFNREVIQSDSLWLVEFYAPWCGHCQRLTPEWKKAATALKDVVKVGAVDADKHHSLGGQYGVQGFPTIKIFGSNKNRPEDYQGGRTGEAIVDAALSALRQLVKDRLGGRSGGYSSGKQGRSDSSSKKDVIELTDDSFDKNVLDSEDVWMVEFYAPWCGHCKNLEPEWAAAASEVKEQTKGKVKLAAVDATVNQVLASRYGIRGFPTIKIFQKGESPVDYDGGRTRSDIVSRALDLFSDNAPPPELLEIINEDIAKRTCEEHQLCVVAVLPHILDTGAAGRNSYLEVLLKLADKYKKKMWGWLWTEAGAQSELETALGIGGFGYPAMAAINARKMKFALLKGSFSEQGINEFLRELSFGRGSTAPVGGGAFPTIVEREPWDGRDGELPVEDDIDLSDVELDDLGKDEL
SIRT5 inh – sirtuin-5 (human) deacylase inhibition | Purified SirT5, succinyl-peptide AMC, trypsin-coupled fluorescence | inhibition, % at 15 µM | actives 1.1% (n = 330,000) | AID 652115; in the data active = inhibition above about 15%; inconclusive = no clear call, values can overlap the other calls
Target sequence (Q9NXA8 whole entry, looked up): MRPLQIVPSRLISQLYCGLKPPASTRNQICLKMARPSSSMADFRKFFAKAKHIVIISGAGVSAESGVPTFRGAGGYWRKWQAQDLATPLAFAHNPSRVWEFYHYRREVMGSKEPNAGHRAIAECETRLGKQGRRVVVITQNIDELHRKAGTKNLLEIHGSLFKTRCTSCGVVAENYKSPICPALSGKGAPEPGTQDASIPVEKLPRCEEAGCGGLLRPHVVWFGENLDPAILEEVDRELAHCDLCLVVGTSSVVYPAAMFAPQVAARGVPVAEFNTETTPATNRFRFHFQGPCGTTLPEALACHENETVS
CASP6 VEID inh – caspase-6 (human) enzyme inhibition | purified caspase-6, Z-VEID-R110 cleavage fluorescence | inhibition, % at 12.5 µM | actives 0.53% (n = 350,000) | AID 686996;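 active = mean inhibition across replicates at least about 35%, with every replicate also reaching that limit, limit read from the data; inconclusive = only one of the two criteria met; inactive = neither criterion met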;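 note: 0% = median of neutral control wells and 100% = no fluorescence left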
Target sequence (P55212 24-179 limits assumed): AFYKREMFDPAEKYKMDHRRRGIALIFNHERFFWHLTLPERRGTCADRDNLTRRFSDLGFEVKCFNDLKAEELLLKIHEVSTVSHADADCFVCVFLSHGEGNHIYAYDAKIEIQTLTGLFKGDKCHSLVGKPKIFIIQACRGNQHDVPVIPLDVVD
Target sequence (P55212 194-293 limits assumed): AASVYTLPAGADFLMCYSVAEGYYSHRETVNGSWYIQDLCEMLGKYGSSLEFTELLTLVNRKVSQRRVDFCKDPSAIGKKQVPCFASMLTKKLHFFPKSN
CFTR F508del cor – CFTR F508del correction in bronchial cells; CFBE cells, YFP halide quenching; stimulated with forskolin plus potentiator P3; % fluorescence drop versus neutral controls; activity (quench increase), % at 7.58 µM; actives 0.36% (n = 350,000); AID 720511;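 active = mean added fluorescence quench of at least 8% versus neutral control, with both replicates also reaching 8%; inconclusive = only one of the mean or replicate conditions met; inactive = mean below 8% and not both replicates reaching 8%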;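 note: cells transiently co-express mutant CFTR-F508del with the halide-sensitive YFP; corrector assay measuring rescue of mutant channel to the surface after 24 h compound exposure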
* hit, by the source's call; u = inconclusive; x = no result given; & = joins results of further samples; [ ] = remark or other dose.

SMILES	miR-122 sensor	ERAP1 inh	DENV2 CPE	ERp5 block	SIRT5 inh	CASP6 VEID inh	CFTR F508del cor
O=c1c2ccccc2nc(SCc2ccncc2)n1CC1CCCO1 (stereo not given)	-3.9	-1.2	u	0.3	2.3	2.0	1.6
COc1ccccc1NS(=O)(=O)c1cccc(NC(=O)c2cc3ccccc3oc2=O)c1	x	1.0	-4.6	0.1	-4.1	1.6	0.2
CC(C)C(=O)Nc1ccc2c(c1)C(=O)N(C)[C@H]1CC[C@H](CC(=O)NCCc3ccccc3)O[C@H]1CO2	-53.3[16.7 µM]	x	4.5	x	x	x	-2.3
Cc1nn(CC(=O)OCC(=O)Nc2ccccc2[N+](=O)[O-])c(C)c1[N+](=O)[O-]	-0.2	-1.8	1.4	-4.0	-1.3	0.7	1.0
COc1ccccc1S(=O)(=O)N[C@@H]1C=C[C@@H](CC(=O)N2CCN(C)CC2)O[C@@H]1CO	x	3.5	-11.4	-3.0	0.9	-1.6	-2.7
Cc1ccc(-c2cc(C(=O)N3CCOCC3)c3cc(C)ccc3n2)cc1	12.3	-2.2	1.6	-0.5	-3.3	1.0	-0.4
Cn1cc(S(=O)(=O)NCCc2ccccc2)c(=O)n(C)c1=O	-6.7	-6.2	2.5	1.2	-4.3	3.2	-2.6
N#C/C(=C\c1cccnc1)C(=O)Nc1ccc(C(=O)O)cc1	6.2	0.5	8.7	2.3	1.1	9.9	-4.4
C=CCn1c(CNC(=O)c2ccco2)nnc1SCC(=O)c1ccccc1	x	-0.9	-2.9	1.6	0.0	6.7	1.3
O=C1ON=C(c2cccc([N+](=O)[O-])c2)/C1=C/c1ccc(O)cc1	x	-0.1	-1.1	-0.9	8.1	x	-1.5
CC(=O)c1ccc(NC(=O)c2cc(CC(C)C)on2)cc1	29.8	-0.7	-3.4	-6.6	-2.1	-0.4	1.2
O=c1[nH][nH]c(=O)c2cc([N+](=O)[O-])ccc12	-10.2&6.2	4.3&-6.7	-3.9&-5.7	-0.9&-6.3	-2.0	-0.3&-2.7	-1.4&3.5
O=C(Nc1ccc(Br)cc1)c1ccc(-n2cnnn2)cc1	x	-2.0	u	1.1	-1.1	2.7	-2.1
CN(C)CCNC(=O)c1cccc(-c2cccc3nccn23)c1	2.9	1.4	-3.3	2.0	-6.1	-5.7	0.9
Cc1noc(C)c1NC(=O)Nc1ccc2c(c1)C(=O)N([C@@H](C)CO)C[C@H](C)[C@@H](CN(C)C(=O)Nc1cccc3ccccc13)O2	x	-1.7	-5.9	4.4	-0.8	1.5	1.8
O=C(CSc1ccccn1)N1CCN(c2ccccc2)CC1	6.8	1.3	3.9	-9.0	-1.0	1.4	0.5
CCOC(=O)c1sc(NC(=O)CSCc2c(C)noc2C)nc1C	-10.0	4.3	0.1	0.8	5.3	3.3	1.4
COc1ccc(Cc2c(C(C)(C)C)nc3c(C)cc(Br)cn23)c(C)c1	-0.2	8.1	0.3	1.4	-0.1	-2.7	3.7
COc1ccc(C(=O)OCC(=O)Nc2ccc(N3CCOCC3)cc2)cc1OC	x	1.5	-2.0	3.5	2.3	-0.3	0.6
CC1CCCCN1C(=O)CCS(=O)(=O)Cc1ccccc1 (stereo not given)	3.1	0.5	4.3	0.5	-2.0	-4.4	1.6
C[C@@H](NC(=O)C[C@H]1C[C@H]2c3cc(NC(=O)c4ccc5c(c4)OCO5)ccc3O[C@H]2[C@@H](CO)O1)c1ccccc1	1.5[16.7 µM]	0.7	3.5	-1.3	-3.1	-1.1	-0.8
Cc1oc(/N=C/c2ccc(O)cc2O)c(C#N)c1C	x	9.3	x	0.2	-1.4	12.1	1.1
CCCCn1c(N)c(N(CCC(C)C)C(=O)Cc2ccc(S(=O)(=O)N3CCOCC3)s2)c(=O)[nH]c1=O	-4.0	-6.0	-8.9	12.9	-3.4	4.9	-0.4
CCCCCCC1CC(=O)NC(=O)N1 (stereo not given)	x	x	0.0	2.2	-4.2	-0.8	-3.1
Cc1nn(-c2ccc(Br)cc2)c(=O)c2ccccc12	x	2.4	3.7	5.0	-1.2	-1.1	4.0
C[C@@H]1CN([C@@H](C)CO)C(=O)c2c(c3ccccc3n2C)-c2ccccc2CO[C@H]1CN(C)S(=O)(=O)CC(F)(F)F	x	0.5	-2.8	3.7	6.3	0.7	-4.1
CC1CCN(CC(=O)Nc2ccc(S(=O)(=O)N3C(C)CCCC3C)cc2)CC1 (stereo not given)	-2.0	0.4	1.9	1.2	-0.3	-2.1	-3.8
CCC(=O)N1CCc2cc(S(=O)(=O)CCC(=O)NCc3cccc(OC)c3)ccc21	-2.7	-2.5	5.7	3.9	-0.2	1.8	-0.9
CCc1ccc(C(=O)NNc2ccc(F)cc2)cc1	x	1.9	-1.9	-1.2	1.7	-2.7	-0.5
CC(=O)Nc1ccc(S(=O)(=O)Nc2cc(C)cn(Cc3ccc(C)cc3)c2=O)cc1	x	-0.8	3.6	7.4	2.0	9.6	2.1
O=C1CN(S(=O)(=O)c2ccccc2)C[C@@H]2[C@@H](c3ccc(C#CCc4ccccc4)cc3)[C@@H](CO)N12	x	0.9	16.4	-10.3	6.1	0.7	3.2
CC1(C)CC(=O)N(c2ccc(Cl)c(Cl)c2)C(=O)C1	x	1.6	-6.9	-1.1	-1.4	-0.9	-2.4
CC(=O)Nc1ccc(-c2ccnc3c2CC(C)(C(=O)NCC2CCOCC2)O3)cc1 (stereo not given)	-5.1	-1.6	7.0	1.3	-3.8	2.8	2.0
COc1ccccc1-c1cn(CC[C@@H]2CC[C@H](NC(=O)C3CCOCC3)[C@H](CO)O2)nn1	5.7[16.7 µM]	0.0	7.1	1.8	7.0	-2.4	-1.5
CC1CCCN(c2ccc(C(=O)NCc3ccccc3)cn2)C1 (stereo not given)	3.6	-0.3	-3.9	-4.7	0.7	-0.9	3.0
C[C@@H]1CN([C@H](C)CO)S(=O)(=O)c2ccc(-c3ccccc3F)cc2O[C@@H]1CN(C)CC1CC1	x	2.6	16.5	-0.9	-2.3	-0.3	2.1
CCOc1ccccc1C(=O)NCC(=O)OCc1csc(CC(=O)Nc2ccc(C)cc2)n1	x	-0.4	u	-13.7	-2.6	-0.7	1.6
CCOC(=O)c1cccc(NC(=O)C2CCCN(c3nnc(N4CCCC4=O)s3)C2)c1 (stereo not given)	-9.3	-1.6	-0.9	0.8	4.4	1.8	-0.1
CC1=C(C(=O)Nc2ccccc2C)C(c2ccc(C)o2)C2=C(CCCC2=O)N1 (stereo not given)	8.3	9.7	7.2	2.0	6.1	0.0	1.7
COc1cc(CO)cc(Br)c1OCC(=O)O	x	19.8	3.6	-0.3	x	-1.8	0.1
FC(F)(F)c1nc2nc(Cl)c(Cl)nc2n1CCCN1CCOCC1	-3.6	3.0	-6.7	-1.8	x	-3.2	-0.2
COC(=O)C1=C(C)N(Cc2cccc(C(F)(F)F)c2)C(=NCc2ccc(C(F)(F)F)cc2)NC1c1ccc(F)cc1 (stereo not given)	x	-2.7	7.6	0.5	-0.9	5.2	3.9
CN(C)CCN(C(=O)c1ccc(Br)s1)c1nc2cc3c(cc2s1)OCCO3	-11.3	-0.2	8.9	-2.3	0.3	-1.4	1.8
COc1cc(-c2cc(C(=O)OCC(=O)NC3CC3)c3ccccc3n2)cc(OC)c1OC	0.9	6.6	u	2.4	-1.1	-1.8	-3.1
C/C=C/c1ccc([C@@H]2[C@@H](C#N)N(c3nc(CC)cs3)[C@@H]2CO)cc1	x	-3.5	u	0.8	3.4	-0.9	-2.6

Entries of single compounds, looked up by structure:
Record of CCOC(=O)c1cccc(NC(=O)C2CCCN(c3nnc(N4CCCC4=O)s3)C2)c1 (stereo not given) : miR-122 sensor = -9.3; ERAP1 inh = -1.6; DENV2 CPE = -0.9; ERp5 block = 0.8; SIRT5 inh = 4.4; CASP6 VEID inh = 1.8; CFTR F508del cor = -0.1
Record of C[C@@H]1CN([C@H](C)CO)S(=O)(=O)c2ccc(-c3ccccc3F)cc2O[C@@H]1CN(C)CC1CC1 : miR-122 sensor = x; ERAP1 inh = 2.6; DENV2 CPE = 16.5; ERp5 block = -0.9; SIRT5 inh = -2.3; CASP6 VEID inh = -0.3; CFTR F508del cor = 2.1

The list goes on:
SMILES	miR-122 sensor	ERAP1 inh	DENV2 CPE	ERp5 block	SIRT5 inh	CASP6 VEID inh	CFTR F508del cor
O=C(O)c1cc(Cl)ccc1-c1ccc(/C=C/c2cc(C(F)(F)F)[nH]c(=O)n2)o1	x	6.7	-2.6	-4.3	19.7*	44.8*	4.9
COc1ccccc1NC(=O)N[C@H]1CC[C@H](CCNS(=O)(=O)c2ccc(C)cc2)O[C@H]1CO	x	-0.4	21.8*	1.5	0.0	3.5	0.3
COc1ccc2nc(N3C(=O)C(O)=C(C(=O)c4ccco4)C3c3ccccc3OC)sc2c1 (stereo not given)	16.7	1.1	-6.6	x	4.4	7.9	-3.0
CCCCCc1cc(=O)oc2c(C(CCN(CC)CC)c3ccc(N(C)C)cc3)c(OC)cc(OC)c12 (stereo not given)	-11.0	13.4	-4.4	3.6	3.2	-1.7	-2.3
CN(C)c1ccccc1C(=O)N1CCCC(Nc2ccc(F)cc2)C1 (stereo not given)	2.7	2.1	-3.0	3.6	-2.3	0.3	2.5
CC(C)(CO)C(O)C(=O)NCCC#N (stereo not given)	2.7	1.4	-7.9	-2.5	-1.4	-3.4	2.2
Cc1cccc(C)c1NC(=O)NC1(C(=O)N2CCCC2)CCCCC1	-1.1	1.6	12.8	1.6	-12.6	1.4	-1.8
CC(=O)Nc1ccc(/C=N/NC(=O)c2cc3ccccc3nc2C)cc1	-0.6	-0.9	-2.5	0.1	-0.7	-0.1	0.3
O=C1Nc2c(c(=O)[nH]c(=O)n2Cc2ccccc2)C1(NS(=O)(=O)c1ccccc1)C(F)(F)F (stereo not given)	x	-0.8	1.9	1.7	-2.0	2.8	-2.6
COc1ccc(NC(=O)Nc2cccc3c2O[C@H](CN(C)C(=O)Nc2ccc(C(F)(F)F)cc2)[C@@H](C)CN([C@H](C)CO)C3=O)cc1	20.4	-6.7	-8.6	1.1	1.2	0.2	3.4
CC(C)(C)OC(=O)CNC(=O)c1[nH]cnc1C(=O)NC1CCNCC1	2.2	-4.4	4.1	-6.8	2.5	8.1	-1.8
CN(C)Cc1nc2ccccc2c(=O)n1CC(=O)Nc1cccc(S(=O)(=O)N2CCOCC2)c1	-1.0	4.8	-4.0	4.7	-2.0	3.0	-0.7
CC1CCN(CCc2nc3cc(NC(=O)C(C)C)ccc3n2C)CC1	1.3	-4.0	2.4	-6.5	0.6	-5.3	-2.3
CC1(C)CC(=O)C(=CN2CCOCC2)C(=O)C1	-12.5	8.0	8.6	6.3	-2.8	-0.4	-3.0
c1ccc(-c2cn3c4c(sc3n2)CCCC4)cc1	18.4&5.1	-2.3	3.6	-12.4	-1.9	1.2	0.0
CCOC(=O)c1cc(NC(=O)c2cccs2)ccc1N1CCOCC1	x	2.9	-7.6	-3.9	-2.2	-0.9	-0.8
CCN(C(=O)COC(=O)CNC(=O)C1CCCCC1)c1ccccc1	3.4	-3.1	-6.0	3.2	-3.2	-1.0	0.7
O=C(C1CCOCC1)N1C[C@H]2[C@@H](c3ccccc31)[C@H](CO)N2C(=O)Cc1ccccc1	0.0[16.7 µM]	2.4	-11.0	0.9	-1.4	7.8	2.8
COc1ccc(Nc2n[nH]c(C)c2[N+](=O)[O-])cc1	x	-1.0	2.3	-0.7	-5.3	0.5	3.5
C[C@@H]1CN([C@@H](C)CO)S(=O)(=O)c2ccc(-c3cncnc3)cc2O[C@@H]1CN(C)Cc1cccnc1	0.3[16.7 µM]	-1.7	9.4	-8.0	-3.9	-0.4	-0.8
COc1cccc(N(CC(=O)Nc2ccccc2C(=O)N2CCCC2)S(C)(=O)=O)c1	-3.7	-0.8	4.9	2.6	-2.4	x	-1.3
COCCn1c(Cc2ccccc2)nnc1SCC(=O)NC1CCCCC1	x	-1.9	-0.2	2.9	-7.6	-0.6	0.6
COCCNC(=O)Cn1cc(/C=C(\C#N)C(=O)NC2CC2)c2ccccc21	x	3.2	-0.9	1.3	-4.5	2.1	-0.3

Entries above printed as active in DENV2 CPE:
SMILES	miR-122 sensor	ERAP1 inh	DENV2 CPE	ERp5 block	SIRT5 inh	CASP6 VEID inh	CFTR F508del cor
COc1ccccc1NC(=O)N[C@H]1CC[C@H](CCNS(=O)(=O)c2ccc(C)cc2)O[C@H]1CO	x	-0.4	21.8*	1.5	0.0	3.5	0.3

Screening results deposited in PubChem by Broad Institute.
